Screens deposited in PubChem BioAssay by Sanford-Burnham Center for Chemical Genomics.
Hsp70 inhibitors: small molecules displacing fluorescent ligand from Hsp70 – biochemical, fluorescence polarization, primary screen (AID 583) | Hsp70 fluorescence polarization probe displacement, mP; higher % means a stronger effect | one-dose displacement, % at 20 µM; IC50 in µM for titrated hits | hit rate 0.06% among 140,000; in the data active = displacement above about 50%;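 note: plate controls were vehicle for no effect and reference ligand for full effect; a part of the inactive calls stands beside numbers as strong as those of hits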
Rat MKP-3 inhibitors: inhibition of rat DUSP6 enzyme activity – biochemical, in vitro, primary screen (AID 425). recombinant MKP-3 phosphatase activity, fluorescence; higher % means a stronger effect. inhibition, % at 20 µM; hits with a dose series show IC50 in µM. hit rate 0.17% among 110,000; in the data active = inhibition above about 50%;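 note: plate controls were vehicle for no effect and reference inhibitor for full effect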
An asterisk follows results filed as active; . = no result given; & = joins results of further samples.

smiles	Hsp70 inhibitors	Rat MKP-3 inhibitors
COc1ccc(C2C=C(c3ccc(Cl)cc3)Nc3nc(NC(C)=O)nn32)cc1 (centres undefined)	26%	3%
CCCn1cnc2c(cnn2-c2ccc(F)cc2)c1=O	1.9%	-3%
CCN(CC)C(=O)c1sc(NC(=O)/C=C/c2cccs2)c(C(=O)OC(C)C)c1C	5.2%	0%
Cc1ccc(NC(=O)CS(=O)CC(=O)N(c2ccccc2)C(C)C(=O)NC2CCCC2)cc1 (centres undefined)	4.0%	-6%
O=C(COc1ccc(OCc2ccccc2)cc1)NC1CCOC1=O (centres undefined)	-5.3%	-9%
COc1ccc(C2N3CC4(C)CN2CC(C)(C3)C4O)cc1 (centres undefined)	-0.4%	-7%
O=C(/C=C/c1ccco1)Nc1ccc(N2CCOCC2)cc1	-3.4%	2%
CCOc1cccc(/C=N\N2CCN(c3ccccc3OC)CC2)c1O	-0.5%	4%
COc1ccccc1NC(=O)CC1C(=O)Nc2c1c(=O)n(C)c(=O)n2C (centres undefined)	-1.7%	7%
Cc1nnc(C)n1/N=C/c1ccc(C(C)C)cc1	1.7%	-2%
CCCc1nc2oc3c(N4CCNCC4)ncnc3c2c2c1CCCC2	14%	-2%
CCOC(=O)C1=C(CN2CCOCC2)NC(=O)NC1c1cc(C)ccc1C (centres undefined)	0.4%	5%
O=C(COc1ccccc1)Nc1cc(-c2ccc(F)cc2)[nH]n1	3.5%	-2%
Cc1ccc(N)c(C(O)(C(F)(F)F)C(F)(F)F)c1	.	-4%
COc1ccccc1N1CCN(C(=O)C2c3ccccc3Oc3ccccc32)CC1	-1.1%	2%
Cc1nc2ccccc2c2c1C(=O)N(C)C2=O	-3.0%	-7%
Cc1cc(C)c(C#N)c(SCC(=O)Nc2ccc(Cl)cc2)n1	-0.5%	3%
OCCCN=Cc1c(O)n(-c2c(Cl)cccc2Cl)c2ccccc12	-0.1%	1%
O=C(COc1ccc(Cl)cc1)N/N=C/c1ccc(I)o1	-4.4%	0%
Cc1ccc(C(C)(C)C)cc1C(=O)c1ccc([N+](=O)[O-])cc1	2.0%	-2%
O=C(OCCCN=C1NS(=O)(=O)c2ccccc21)c1ccc(F)cc1	0.7%	.
O=C(O)c1ccccc1N1C(=O)C2CC=CCC2C1=O (centres undefined)	3.8%	1%
OCC1CCCN(Cc2ccc(-c3ccccc3)cc2)C1 (centres undefined)	7.6%	-2%
O=C(c1c(Cl)cccc1Cl)N1CCN(c2ccccn2)CC1	14%	7%
Cc1cc2ccc(C)c(C)c2nc1SCC#N	-5.3%	5%
Cc1ccc(NC(=O)/C=C/c2cccc(C(F)(F)F)c2)cc1	0.8%	-2%
CCC(NC(=O)OC(C)(C)C)C(=O)Oc1ccc2c3c(c(=O)oc2c1)CCC3 (centres undefined)	-2.4%	-10%
Cc1occc1-c1nnc(SCC(=O)N2CCOCC2)n1CCc1ccccc1	1.8%	-15%
O=C(NCCc1ccccc1)/C(=N\O)c1ccccc1	-4.6%	-7%
CC(=O)Nc1ccccc1Sc1ccccc1	-2.8%	-7%

14 structures out of the list, arranged by heavy-atom count, smallest number first.
smiles	Hsp70 inhibitors	Rat MKP-3 inhibitors
CC(=O)Nc1ccccc1Sc1ccccc1	-2.8%	-7%
Cc1nnc(C)n1/N=C/c1ccc(C(C)C)cc1	1.7%	-2%
O=C(COc1ccc(Cl)cc1)N/N=C/c1ccc(I)o1	-4.4%	0%
OCC1CCCN(Cc2ccc(-c3ccccc3)cc2)C1 (centres undefined)	7.6%	-2%
O=C(c1c(Cl)cccc1Cl)N1CCN(c2ccccn2)CC1	14%	7%
O=C(COc1ccccc1)Nc1cc(-c2ccc(F)cc2)[nH]n1	3.5%	-2%
OCCCN=Cc1c(O)n(-c2c(Cl)cccc2Cl)c2ccccc12	-0.1%	1%
O=C(COc1ccc(OCc2ccccc2)cc1)NC1CCOC1=O (centres undefined)	-5.3%	-9%
CCOc1cccc(/C=N\N2CCN(c3ccccc3OC)CC2)c1O	-0.5%	4%
CCOC(=O)C1=C(CN2CCOCC2)NC(=O)NC1c1cc(C)ccc1C (centres undefined)	0.4%	5%
COc1ccc(C2C=C(c3ccc(Cl)cc3)Nc3nc(NC(C)=O)nn32)cc1 (centres undefined)	26%	3%
Cc1occc1-c1nnc(SCC(=O)N2CCOCC2)n1CCc1ccccc1	1.8%	-15%
COc1ccccc1N1CCN(C(=O)C2c3ccccc3Oc3ccccc32)CC1	-1.1%	2%
Cc1ccc(NC(=O)CS(=O)CC(=O)N(c2ccccc2)C(C)C(=O)NC2CCCC2)cc1 (centres undefined)	4.0%	-6%

Continued.
smiles	Hsp70 inhibitors	Rat MKP-3 inhibitors
CC(=O)c1cccc(NC(=O)c2ccc(N(Cc3ccc(Cl)cc3)S(C)(=O)=O)cc2)c1	1.8%	-1%
O=c1c2cc(N3CCOCC3)ccc2[nH]c(=S)n1Cc1ccc(Cl)cc1	0.3%	.
CCc1ccc(OCC(=O)Nc2ccc(O)c(-c3nc4cc(C)ccc4o3)c2)cc1	-1.3%	10%
COC(=O)c1ccc(C(=O)OC)c(NC(=O)/C=C/c2ccc([N+](=O)[O-])cc2)c1	0.5%	0%
O=C(COc1ccc(Cl)cc1Cl)Nc1ccc2nc3n(c(=O)c2c1)CCCC3	-2.2%	2%
COc1ccc(CN2CC(C(=O)NCCN3CCN(c4ccccc4F)CC3)CC2=O)cc1 (centres undefined)	.	-9%
CC(C)C(=O)Oc1ccc2c(=O)c(Oc3ccc(C(C)(C)C)cc3)coc2c1	-6.8%	3%
Cc1ccc(NCc2nc3ccccc3n2C)cc1	1.6%	5%
CCC(C(=O)NC1CCCC1)N(C(=O)Cn1nnc(-c2ccc(C)o2)n1)c1cnc2ccccc2c1 (centres undefined)	0.4%	-1%
COc1ccccc1-c1nnc(N(C)C(=O)C2CCCO2)s1 (centres undefined)	3.1%	-13%
CCOc1cc(C(=O)Nc2ccncc2)cc(OCC)c1OCC	-8.8%	0%
CCCCCCCc1ccc(C(=O)Nc2nccs2)cc1	7.1%	1%
CCCOC(=O)C1=C(C)NC2=C(C(=O)CCC2)C1c1cc(OC)ccc1OC (centres undefined)	3.9%	-10%
O=C(COc1ccc(Cl)cc1Cl)Nc1ccc(I)cc1Cl	-3.3%	2%
O=C(/C=C/c1cccs1)Nc1nc(-c2cccs2)cs1	-3.0%	2%
O=c1c2c(nc3cc(-c4cccs4)[nH]n13)CCS2	4.0%	-2%
Clc1ccc2nc(SCc3nnc(-c4ccccc4)o3)[nH]c2c1	0.8%	-11%
CCN(CC)C(=O)CSc1nc(-c2ccccc2)c(-c2ccccc2)o1	2.2%	2%
O=C(Nc1cc(Cl)ccc1O)C1CCCO1 (centres undefined)	-5.7%	-8%
O=C(CCCCCN1C(=O)CCC1=O)Nc1ccc2c(c1)OCO2	1.0%	-7%
CN(C)CCn1c2ccccc2c2nc3ccc([N+](=O)[O-])cc3cc21	1.4%	-8%
Cc1cc(C)c(OCC(=O)Nc2ccccc2N2CCOCC2)c(C)c1	-0.5%	2%
O=c1/c(=C/c2cc([N+](=O)[O-])c(N3CCOCC3)cc2N2CCOCC2)sc2nc3ccccc3n12	-1.6%	0%
O=C(Nc1ccc(NC(=O)c2ccco2)nc1)c1cccnc1	0.2%	-4%
O=[N+]([O-])c1cccc2c1NC(c1ccc(Cl)cc1)C1CC=CC21 (centres undefined)	1.1%	5%
CCOc1cc(C2c3c(oc4cc(C)c(Cl)cc4c3=O)C(=O)N2Cc2ccco2)ccc1O (centres undefined)	2.7%	3%
CCOc1ccc(C(CC(=O)O)NC(=O)c2ccco2)cc1OC (centres undefined)	-3.2%	-2%
Cc1cc(Cl)ccc1OCCCC(=O)N1CCCCC1	1.8%	.
COc1cc(/C=N/NC(=S)Cc2ccccc2)cc(OC)c1OC	0.5%	3%
c1ccc(-n2ncc3c(NCc4ccccn4)ncnc32)cc1	-2.3%	-7%
CCN(CC)c1ccc(-c2c(C#N)c(N)nc(OC)c2C#N)cc1	-8.8%&2.0%	-11%&0%
Cc1ccc(NC(=O)C2C(=O)N(CCO)C3(C)CC2c2ccccc2O3)cc1 (centres undefined)	-2.0%	4%
COc1ccccc1NC(=O)N(Cc1ccco1)Cc1cc2cccc(C)c2[nH]c1=O	-0.5%	-6%
COc1cccc(-c2[nH]nc3c2C(c2ccc(C)o2)C(C#N)=C(N)O3)c1 (centres undefined)	9.7%	.
CCN1CCN(C(=O)c2oc(=O)c3ccccc3c2-c2ccc(C)cc2)CC1	3.2%	-2%
O=C(Cn1nnc2ccccc21)OCC(=O)c1ccc(Cl)c(Cl)c1	-5.8%	.
O=C(Nc1ccc(Nc2ccccc2)cc1)c1ccccc1I	-3.3%	4%
COc1ccccc1N1CCN(C2CC(=O)N(C)C2=O)CC1 (centres undefined)	7.4%	-4%
Clc1cccc(OCCn2ccnc2)c1	0.6%	-1%
CCc1nc(N2CCCC2C(=O)O)c2oc3ccccc3c2n1 (centres undefined)	-0.6%	-3%
COC(=O)[C@H](C)NC(=O)Nc1cc(OC)ccc1OC	-1.3%	-1%
CCOC(=O)Nc1ccc2c(c1)N(C(=O)N1CCOCC1)c1ccccc1CC2	0.4%	2%
O=C(OCC(=O)N1CCN(C(=O)c2ccco2)CC1)c1ccccc1Cc1ccccc1	-2.3%	10%
CC1(C)CC(=O)C2=C(C1)Nc1ccccc1NC2c1coc2ccc(Cl)cc2c1=O (centres undefined)	-5.5%	1%
CC(=O)c1ccc(OC(=O)c2cccs2)cc1	-8.3%	1%
Cc1cc(C)c2c(n1)nn1c(N3CCN(c4ccccc4)CC3)cc(C)nc21	-1.3%	-111%
CC(=O)c1ccc(OC(=O)c2ccccc2Br)cc1	0.4%	-2%
c1ccc(-c2nc(Sc3ncnc4c3cnn4-c3ccccc3)n[nH]2)cc1	-0.5%	-10%
COC(=O)C1=C(CN2CCN(C)CC2)NC(=O)NC1c1cc(C)ccc1C (centres undefined)	-4.1%	-5%
COc1ccc(OCCn2c(=N)n(CCO)c3ccccc32)cc1	-2.7%	-13%
COc1ccccc1NC(=O)C(CCS(C)(=O)=O)N1C(=O)c2ccccc2C1=O (centres undefined)	0.4%	3%
COc1ccc2c(CC(=O)OCC(=O)N3CCc4ccccc43)coc2c1	-4.5%	.
CCOc1cc(OCC)cc(C(=O)Nc2cc(C(=O)OC)cc(C(=O)OC)c2)c1	1.6%	-2%
Cc1onc(-c2ccccc2Cl)c1C(=O)N1CCCCCC1	3.3%	-1%
Cc1ccc(S(=O)(=O)N(c2ccccc2)C2C=CS(=O)(=O)C2)cc1 (centres undefined)	1.1%	2%
Cc1ccc(O)c(C2=Nc3ccccc3N=C(c3ccco3)C2)c1	0.9%	.
Cc1c(NC(=S)NCCc2ccccc2)c(=O)n(-c2ccccc2)n1C	4.3%	0%
COc1ccccc1C(=O)Nc1c(F)c(F)c(F)c(F)c1F	-3.8%	4%
Cc1cc(N2CCN(C)CC2)nc2ccc(NC(=O)c3cccnc3Cl)cc12	-3.3%	.
O=C(CN1C2CCCC1CC(NC(=O)c1ccco1)C2)Nc1ccccc1 (centres undefined)	0.3%	.

Continuation.
smiles	Hsp70 inhibitors	Rat MKP-3 inhibitors
O=C(C1CSC2(c3ccc(F)cc3)CCC(=O)N12)N1CCCCCC1 (centres undefined)	-0.8%	-19%
O=C(Cc1cccc2ccccc12)N/N=C/c1cccc(Br)c1	-0.4%	0%
COCCNC(=O)C1CCN(S(=O)(=O)c2ccccc2)CC1	-6.2%	-8%
N#CCSc1nc2sc3c(c2c(=O)n1C1CCCCC1)CCCC3	8.4%	-8%
Cc1nnc(N2CCc3ccccc3C2)[nH]c1=O	0.6%	-12%
O=C(O)c1cccc(NC(=O)C2C3C=CC(C3)C2C(=O)OCC(F)(F)C(F)F)c1 (centres undefined)	-1.5%	5%
O=C(c1ccco1)N1CCN(S(=O)(=O)c2cccc(C(F)(F)F)c2)CC1	-4.1%	-2%
Cc1ccc(SCCc2nnc(N)s2)cc1	-3.1%	2%
Cc1ccc(C)c(C(=O)c2c(C)nc3sccn23)c1	-0.4%	-11%
NC(=O)c1cc2ccccc2oc1=NCc1ccccc1	4.0%	.
Cc1nc2ccccc2n2c(-c3ccccc3)c3c(=O)n(C)c(=O)n(C)c3c12	3.7%	.
NC(=O)c1cccc(N=Cc2ccc(C=Nc3cccc(C(N)=O)c3)cc2)c1	2.4%	-1%
COc1ccc(Cl)cc1NC(=O)CSc1nncn1-c1cccnc1	-4.7%	-3%
Cc1ccc2oc3c(c(=O)c2c1)C(c1ccc(F)cc1)N(CCCN1CCOCC1)C3=O (centres undefined)	-1.7%	-11%
Cn1nnc(NC(=O)CSc2ncn[nH]2)n1	4.6%	-5%
O=C1CC(N2CCN(c3ccc([N+](=O)[O-])cc3)CC2)C(=O)N1c1ccc(Br)cc1 (centres undefined)	3.5%	1%
COc1ccc(N2C(=O)C3CCCN3C2c2ccccc2F)cc1 (centres undefined)	3.5%	-4%
CCS(=O)(=O)N1CCN(c2ccccn2)CC1	-2.3%	.
CC(=O)CC(=O)NC(C)c1ccccc1 (centres undefined)	3.2%	-3%
Cc1cc2ncn(CC(O)COc3cccc(Cl)c3)c2cc1C (centres undefined)	0.0%	2%

Some of the compounds tested; count on the stated rates, not on these rows.
